# Tau fibril ThT = blocks human tau fibril formation measured by thioflavin T; P10636; recombinant tau K18 P301L, heparin-induced fibrillization, ThT fluorescence; Potency, µM (titrated, usually from 57.4 µM), inactives show at the highest dose activity, negative = inhibition, most hits filed as inhibitors; 270,000 tested, 2.1% active; AID 1460; note: % is set by controls: 0 for no effect and ±100 for the full control effect; nearly all actives have a fitted effect of over 55% in size
# Target sequence (P10636 561-689 P618L limits assumed): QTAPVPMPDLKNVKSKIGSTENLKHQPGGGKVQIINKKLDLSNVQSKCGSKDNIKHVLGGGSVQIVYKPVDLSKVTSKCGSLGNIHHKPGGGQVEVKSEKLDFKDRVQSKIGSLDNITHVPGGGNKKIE
#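 In this qHTS, human K18 P301L tau is incubated with compound and heparin for 6 hr at 37 C, and Thioflavin T fluorescence then reports fibril load.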
# ALDH1A1 block = inhibitors of human aldehyde dehydrogenase 1A1. P00352. 220,000 tested, 7.3% active. Purified ALDH1A1, NADH fluorescence, propionaldehyde substrate. Potency, µM (highest dose often 75.3 µM), for the others: top-dose activity, negative = inhibition, most hits filed as inhibitors; active = well fitted inhibition curve with a large enough effect, not every such curve was filed as active; inconclusive = small, poorly fitted or top-dose-only effect, or another doubt; inactive = no such curve, though single readings can be large or run the other way;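 note: plate controls were no enzyme wells and a reference inhibitor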
# Target sequence (P00352 whole entry, looked up): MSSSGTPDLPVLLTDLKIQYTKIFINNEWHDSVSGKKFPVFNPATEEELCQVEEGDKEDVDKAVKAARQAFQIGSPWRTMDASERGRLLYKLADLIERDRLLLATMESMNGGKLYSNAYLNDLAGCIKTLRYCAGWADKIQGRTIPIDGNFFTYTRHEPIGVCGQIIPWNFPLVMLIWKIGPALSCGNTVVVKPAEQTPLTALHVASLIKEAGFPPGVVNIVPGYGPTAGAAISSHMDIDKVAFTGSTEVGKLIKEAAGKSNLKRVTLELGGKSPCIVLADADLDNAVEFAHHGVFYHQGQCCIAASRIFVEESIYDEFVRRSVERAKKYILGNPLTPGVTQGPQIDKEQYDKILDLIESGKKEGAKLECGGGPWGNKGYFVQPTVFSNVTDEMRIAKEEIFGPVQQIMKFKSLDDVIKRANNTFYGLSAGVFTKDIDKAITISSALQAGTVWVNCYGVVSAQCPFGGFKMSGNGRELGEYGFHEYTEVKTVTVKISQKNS
# HttQ103 aggreg = inhibitors of mutant huntingtin aggregate formation in PC12 cells | Potency, µM (top dose mostly 46.1 µM), without a hit: at the top dose activity change, negative = inhibition, most hits filed as inhibitors | 220,000 tested, 1.1% active | PC12 HttQ103-GFP aggregates, Acumen cytometry, 40 h; note: % is set by controls: 0 for no effect and ±100 for the full control effect; nearly all actives have a fitted effect of over 60% in size
#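 Steps: seed 1500 PC12 HTTQ103-GFP cells/well; add tebufenozide, 100 nM final; add compound titration; add ATPLite reagent; quantify GFP aggregates by laser scanning cytometry.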
# Tau fluor counter = counter-screen for tau fibril formation inhibitors. tau K18 P301L (four-repeat tau fragment) Alexa594 fluorescence, heparin fibrillization. Potency, µM (titrated, usually from 57.7 µM), inactives show at the top dose activity change, negative = decrease. 280,000 tested, 0.93% active. AID 1463; note: % is set by controls: 0 for no effect and ±100 for the full control effect; nearly all actives have a fitted effect of over 55% in size
#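 Human K18 P301L tau (15 uM unlabeled plus 0.24 uM Alexa 594-labeled, final) in 100 mM sodium acetate pH 7 was mixed with compound and 20 uM heparin and incubated 6 hr at 37 C.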
# Tau fibril FP = tau fibrillization inhibition (FP) | 280,000 tested, 0.39% active | K18 P301L tau heparin fibrillization, Alexa594 FP, 6 h | Potency, µM (doses to about 57.7 µM), without a hit: at the top dose activity, negative = inhibition, hits mostly inhibitors | P10636; note: % is set by controls: 0 for no effect and ±100 for the full control effect; nearly all actives have a fitted effect of over 55% in size
#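 Read-out: fluorescence polarization of Alexa 594-labeled tau (0.24 uM), 555 nm excitation, 632 nm emission. Mixtures held 15 uM unlabeled K18 P301L, compound and 20 uM heparin, pH 7 acetate buffer, incubated 6 hr at 37 C.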
# SMN2 splice up = SMN2 splice variant enhancement | HEK293 SMN2-luciferase splicing reporter, luminescence, 30-36 h | Potency, µM (series often up to 46.1 µM), for the others: at the top dose activity change, positive = activation, actives largely listed as activators | 210,000 tested, 2.8% active; note: % of control where 0% means no effect; nearly all actives have a fitted effect of over 55% in size
#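 qHTS luciferase splicing reporter: luminescence rises when SMN2 exon 7 is included in transfected HEK293 cells. Compound exposure lasted 30-36 h at 37C, with 4.5 mM final sodium butyrate as control, followed by a ONE-Glo read.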
# HTT ATP protect = cytoprotection in Huntington HTT-Q103 PC12 cell model; PC12 HTT-Q103 induced, cytoprotection, ATP luminescence, 40 h; AID 1471; Potency, µM (highest dose often 56.4 µM), inactives show cytoprotection (ATP increase), actives largely listed as activators; 230,000 tested, 0.14% active;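 note: % of control where 0% means no effect; nearly all actives have a fitted effect of over 45% in size; toxic huntingtin expression switched on by the ecdysone agonist tebufenozide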
#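 Quantitative HTS on tebufenozide-induced (100 nM) PC12 cells expressing HTTQ103 exon 1–GFP; compounds tested as a concentration series; survival measured via cellular ATP.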
# KDM4E inh = JMJD2E (human) inhibition. JMJD2E catalytic domain, FDH-coupled NADH fluorescence (FDH is formaldehyde dehydrogenase). Potency, µM (highest dose often 57.1 µM), inactives show at the highest dose activity change, negative = inhibition, actives largely listed as inhibitors. 230,000 tested, 1.6% active; active = well fitted inhibition curve with a large enough effect, not every such curve was filed as active; inconclusive = small, poorly fitted or top-dose-only effect, or another doubt; inactive = no such curve, though single readings can be large or run the other way;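 note: 0% = wells with enzyme and -100% = buffer wells without enzyme; nearly all actives have a fitted effect of over 50% in size; many of its hits are not listed in these tables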
# Target sequence (B2RXH2 1-337 limits assumed): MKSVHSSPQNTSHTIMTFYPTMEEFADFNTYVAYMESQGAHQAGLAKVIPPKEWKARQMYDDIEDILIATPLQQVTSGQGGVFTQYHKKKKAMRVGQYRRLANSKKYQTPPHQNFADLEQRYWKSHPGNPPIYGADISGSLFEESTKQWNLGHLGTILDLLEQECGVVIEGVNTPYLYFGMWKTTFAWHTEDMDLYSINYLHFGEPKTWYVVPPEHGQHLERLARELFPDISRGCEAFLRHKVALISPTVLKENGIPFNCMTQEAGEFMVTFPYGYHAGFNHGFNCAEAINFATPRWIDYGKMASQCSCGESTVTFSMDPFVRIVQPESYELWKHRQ
# * = called active by the depositor; ? = inconclusive; nt = not tested or not shown; & = joins results of further samples; [ ] = dose if it differs, or a comment. Unless noted, calls come from the whole dose curve; as a rule, active = well fitted curve in the direction sought with a large enough effect; inconclusive = small, poorly fitted or top-dose-only effect, or another doubt; inactive = no such curve, though single readings can be large; an effect the other way counts as inactive or inconclusive. Potency is the fitted concentration of half-maximal effect.
structure	Tau fibril ThT	ALDH1A1 block	HttQ103 aggreg	Tau fluor counter	Tau fibril FP	SMN2 splice up	HTT ATP protect	KDM4E inh
Cc1c(NS(=O)(=O)c2cc(Br)cc3c2N(C(=O)C2CC2)CC3)c(=O)n(-c2ccccc2)n1C	-8%	11%	11%	-2%	0%	-6%	21%	0%
CC1(C)CC(=O)c2c(n(-c3cccc4ccccc34)ccc2=O)C1	-8%	-1%	6%	-3%	-4%	-2%	-16%	4%
CN1CCN(c2nc3ccccc3nc2C(C#N)C(=O)OC2CCCCC2)CC1 (stereo not given)	?	16µM*	13µM*	-4%	3%	-10%	-101%[inhibitor]	-12%
Cc1cc(C(=O)COC(=O)c2ccc(Br)o2)c(C)n1Cc1ccco1	-2%	?	14%	-14%	11%	-5%	-21%	-4%
CN1C(=O)C(CC(=O)Nc2ccc(F)cc2)N(Cc2ccco2)C1=S (stereo not given)	4%	-4%	25%	-11%	?	-7%	2%	6%
Cc1nn(CC(=O)c2ccccc2Cl)c(C)c1[N+](=O)[O-]	-7%	-5%	18%[9.22 µM]	-12%	10%	?	8%[10 µM]	5%
CN(C)C(=S)Nc1nc2ccccc2s1	?	7.9µM*	4%[9.22 µM]	-15%	-5%	nt	-23%[10 µM]	-3%
Cc1ccc(Oc2ccc(Cl)cc2NC(=O)c2ccc(F)cc2F)cc1	-4%	-12%	11%	-10%	-9%	-11%	nt	-20%
Cc1cccc(-c2nsc(SCC(=O)Nc3ccc4c(c3)OCO4)n2)c1	?	0%	-27%	?	-6%	?	11%[10 µM]	2%
Cc1nn(-c2ccccc2)c2sc(C(=O)N3CCCCC3)cc12	-5%	1.8µM*	-33%	-7%	-1%	?	-16%	-6%
Cc1c(Cl)cccc1NC(=O)c1ccc2c(c1)CCCN2S(C)(=O)=O	7%	nt	nt	5%	-7%	-6%	nt	nt
Cc1ccccc1Nc1nc(N)nc(CSc2nncn2C)n1	-5%	-4%	9%	0%	1%	?	-30%[inhibitor]	-4%
Cc1ccc(-n2c(N)c(Br)c(=O)[nH]c2=O)cc1C	-11%	?	6%[9.22 µM]	1%	-5%	12%	-2%	5%
COc1ccc(NC(=O)c2cccnc2N2CCCC2)cc1	-10%	0%	27%	-12%	6%	3%	5%	6%
CCN1C(=O)N(C)[C@@H](c2ccccc2)C(C(=O)OC)=C1C	-12%[11.5 µM]	3%[13.5 µM]	25%[9.22 µM]	-10%[11.6 µM]	-4%[11.6 µM]	-12%[9.22 µM]	-20%&27%[10 µM]	2%[11.4 µM]
O=C(NC1CCCC1)C(c1cc2c(cc1[N+](=O)[O-])OCO2)N1CCCC1 (stereo not given)	-17%	?	14%	0%	-3%	11%	-6%	?
COc1ccc(N/C=C\C(=O)c2ccc(C)cc2)cc1OC	10µM*	-12%	17%	?	3%	19%	6%	-5%
O=C(C[n+]1ccc(C(=O)NCCCO)cc1)c1cccc(Br)c1	-6%	nt	-16%[9.22 µM]	-4%	-6%	nt	20%[10 µM]	-3%
O=C(Nc1ccccc1N1CCN(c2ccccc2)CC1)c1ccccc1	-4%	-3%	18%	-15%	-13%	-8%	-4%	-6%
O=c1c2ccccc2c2c(O)nc(-c3ccccc3)n2n1Cc1ccccc1	-6%	6%	12%	-6%	-3%	24%	9%	7%
Cc1ccc(NS(=O)(=O)c2ccc(NC(=O)c3cccs3)cc2)cc1	6%	0%	-5%	-20%	?	-1%	14%	-1%
COc1ccccc1NC(=O)CN1CCN(CC(=O)Nc2cc(NC(C)=O)ccc2OC)CC1	-10%	?	9%	-6%	2%	-18%	-3%	10%
CCOc1ccccc1OCC(=O)Nc1nnc(COC)s1	-20%	?	11%	-5%	2%	-45%[inhibitor]	-8%[10 µM]	2%
Cc1cccc(OCCn2c(-c3ccc(Cl)cc3)nc3ccccc3c2=O)c1C	0%	nt	nt	-1%	-1%	8%	nt	nt
O=C(CN(C1CCCCC1)S(=O)(=O)c1ccc(Cl)cc1)N1CCOCC1	2%	5%	16%	-5%	-3%	12%	3%[10 µM]	8%

structure	Tau fibril ThT	ALDH1A1 block	HttQ103 aggreg	Tau fluor counter	Tau fibril FP	SMN2 splice up	HTT ATP protect	KDM4E inh
O=C(CNC(=O)c1ccccc1)N/N=C/c1cc(Br)ccc1O	?	8%	3.2µM*	-17%	6%	-87%[inhibitor]	nt	28µM*
Cc1[nH]nc(Nc2ccc(O)cc2)c1[N+](=O)[O-]	-11%	2%	2%[9.22 µM]	13%[2.34 µM]	7%	nt	-5%[10 µM]	-3%
COc1ccc(-c2cc(C(F)(F)F)nc(NCc3cccnc3)n2)cc1	-3%	?	5%	-16%	-4%	-12%	-30%	?
CCCCn1c(SCC(N)=O)nc2c(sc3ccccc32)c1=O	-10%	?	-10%[1.84 µM]	-7%	4%	-10%	-15%	?
CSc1ccc(Cn2nnc(C(=O)NCCc3ccc(Cl)cc3)c2N)cc1	nt	nt	13%[9.22 µM]	-9%	-13%	nt	-6%[10 µM]	3%
CCn1c(C)nc2cc(C(=O)N/N=C/c3ccc(OC)c(O)c3)ccc21	10%	?	?	12%	1%	-17%	-19%[10 µM]	9%
O=C(CSc1nccc(=O)[nH]1)Nc1ccc(Br)c(Cl)c1	?	?	-25%	-4%	-8%	-9%	1%[0.074 µM]	2%
Cc1ccc2nc(NC(=O)CCn3c(=O)sc4ccccc43)sc2c1	-15%	?	-25%	-20%	-5%	-7%	-21%[10 µM]	-10%
O=C(CN1CCN(S(=O)(=O)c2ccc(F)cc2)CC1)Nc1cccc(C(F)(F)F)c1	-6%	-14%	-21%	-13%	0%	-22%	20%	5%
Cc1cccc(C)c1NC(=O)C(c1ccc([N+](=O)[O-])cc1)N1CCCCC1 (stereo not given)	-5%	5%	0%	-11%	-13%	-14%	-25%	4%
Cc1csc2c(N3CCN(C(=S)Nc4ccc(C(F)(F)F)cc4)CC3)ncnc12	nt	nt	-4%[9.22 µM]	-19%	?	nt	10%[10 µM]	-12%
CC(C)COC(=O)/C(C#N)=C/c1c[nH]c2ccccc12	?	?	-8%	-26%	?	2%	4%[10 µM]	-10%
O=C1OC2C[C@H]1[C@@H]1C(=O)N(Cc3ccccc3)CCC1C2I (stereo not given in full)	-6%[81.4 µM]	-21%	nt	1%[81.3 µM]	4%[81.3 µM]	nt	13%	nt
CCOc1ccc(NC(=O)CSc2nnc(C)n2CCCOC)cc1	-6%	-1%	4%	0%	-4%	-9%	-15%	10%
CS(=O)(=O)N1CCC(C(=O)c2cccc(Cl)c2)CC1	3%	11%	-3%	3%	-5%	-7%	-17%[10 µM]	-5%
CCOC(=O)CSc1ccc2ccccc2n1	-5%	5%	-7%[9.22 µM]	9%	3%	-2%	-5%[10 µM]	2%
O=S(=O)(Nc1ncnc2sc3c(c12)CCC3)c1ccc2ccccc2c1	?	?	?	-25%	?	-7%	-14%	?
COc1ccc(CNc2cc(NCCCO)c([N+](=O)[O-])c3nonc23)cc1	3%	10µM*	0%	-4%	5%	-62%[inhibitor]	-48%[inhibitor]	?
CCc1ccc(Oc2nc([N+](=O)[O-])nn2C)cc1	-9%	-1%	-2%	-1%	2%	nt	-19%	0%
COc1ccc(CSc2nncn2N)cc1Br	-6%	9%	-5%	5%	4%	nt	-6%[10 µM]	6%
CCOc1ccc(S(=O)(=O)N(C)c2ccc(OCC(=O)Nc3nc4ccccc4s3)cc2)cc1	-5%	-8%	-33%	?	?	-73%[inhibitor]	2%[10 µM]	6%
Nc1nc(COc2ccc(F)cc2)nc(N2CCCCC2)n1	-6%	-2%	11%	-10%	-6%	-5%	-27%	5%
Cc1cc(NC(=O)c2cc3n(n2)C(C(F)(F)F)CC(c2ccco2)N3)no1 (stereo not given)	?	?	-8%	-17%	4%	-16%	-3%	-4%
Cc1cc(C)cc(NC(=S)NC2CC3CCCC(C2)N3CC(C)C)c1 (stereo not given)	-13%	6%	4%[9.22 µM]	-12%	-1%	nt	8%[10 µM]	8%
COc1ccc(OC2C=CC(c3ccccc3)OC2CO)cc1 (stereo not given)	-12%[11.5 µM]	10%[13.5 µM]	nt	-17%[11.6 µM]	-6%[11.6 µM]	nt	-12%[10 µM]	nt

structure	Tau fibril ThT	ALDH1A1 block	HttQ103 aggreg	Tau fluor counter	Tau fibril FP	SMN2 splice up	HTT ATP protect	KDM4E inh
S=C(NCCN1CCOCC1)Nc1ccccc1Cl	15%	-1%	26%	9%	-2%	0%	-13%[10 µM]	-5%
CCc1ccccc1NC(=O)c1cc2sc(Cl)cc2n1CC	0%	nt	nt	0%	?	-1%	nt	nt
COc1ccc(CCNC(=O)C(=O)c2c[nH]c3ccccc23)cc1	-14%	11%	nt	-23%	-8%	-9%	-8%	nt
O=C(c1nn2cccnc2c1Cl)N1CCN(c2ccccc2)CC1	-4%	-1%	-15%	-1%	2%	-6%	-12%[10 µM]	-6%
CCCCCn1c(SCCOCC)nc2c1c(=O)[nH]c(=O)n2C	-5%	?	21%	-11%	-5%	2%	-32%	-3%
COc1ccc(-n2nc(C(=O)Nc3cccc(C(F)(F)F)c3)c3c4ccccc4n(C)c3c2=O)cc1	-2%	nt	nt	-16%	-20%	-3%	nt	nt
Cc1[nH]nc(N=CC2=C(O)CC(c3ccco3)CC2=O)c1-c1ccccc1 (stereo not given)	-1%	?	32%	2%	10%	nt	-75%[inhibitor][0.074 µM]	4%
Cn1c(=O)c2ncn(CC(=O)NCCOc3ccc(C(C)(C)C)cc3)c2n(C)c1=O	-8%	3%	-6%	-7%	-5%	-20%	-1%[10 µM]	-2%
O=C(Cn1nc(-c2ccc(Cl)cc2)ccc1=O)NCCCN1CCN(Cc2ccccc2)CC1	2%	-1%	16%	9%	9%	-10%	-1%[10 µM]	1%
CCc1ccc(CCC(=O)Nc2sc(C)c(C)c2C(=O)OC)o1	?	?	2%	-5%	0%	-12%	-6%	?
OCCN1CCN(CC#CCC(c2ccccc2)c2ccccc2)CC1	-13%	21%	-10%[9.22 µM]	-16%	-1%	nt	8%[10 µM]	-4%
CCc1ccc(-c2nc(C)c(CCO)c(=O)[nH]2)cc1	-2%	-4%	-12%	5%	4%	nt	2%	8%

# Bioassay records: PubChem BioAssay, National Center for Advancing Translational Sciences (NCATS)

# A portion of the library (hit frequency here may not be typical).
